RBX1-CUL1 inh – human ROC1-CUL1 E3 ligase inhibition; in vitro K48 di-Ub FRET, acceptor:donor ratio, 45 min; inhibition, % at 10 µM; 140,000 tested, 0.6% active; AID 1347404; in the data active = inhibition above about 25%
Target sequence (P62877 whole entry, looked up): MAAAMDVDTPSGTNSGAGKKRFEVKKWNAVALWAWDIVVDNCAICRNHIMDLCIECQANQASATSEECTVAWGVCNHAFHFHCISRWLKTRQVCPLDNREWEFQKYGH
Target sequence (Q13616 whole entry, looked up): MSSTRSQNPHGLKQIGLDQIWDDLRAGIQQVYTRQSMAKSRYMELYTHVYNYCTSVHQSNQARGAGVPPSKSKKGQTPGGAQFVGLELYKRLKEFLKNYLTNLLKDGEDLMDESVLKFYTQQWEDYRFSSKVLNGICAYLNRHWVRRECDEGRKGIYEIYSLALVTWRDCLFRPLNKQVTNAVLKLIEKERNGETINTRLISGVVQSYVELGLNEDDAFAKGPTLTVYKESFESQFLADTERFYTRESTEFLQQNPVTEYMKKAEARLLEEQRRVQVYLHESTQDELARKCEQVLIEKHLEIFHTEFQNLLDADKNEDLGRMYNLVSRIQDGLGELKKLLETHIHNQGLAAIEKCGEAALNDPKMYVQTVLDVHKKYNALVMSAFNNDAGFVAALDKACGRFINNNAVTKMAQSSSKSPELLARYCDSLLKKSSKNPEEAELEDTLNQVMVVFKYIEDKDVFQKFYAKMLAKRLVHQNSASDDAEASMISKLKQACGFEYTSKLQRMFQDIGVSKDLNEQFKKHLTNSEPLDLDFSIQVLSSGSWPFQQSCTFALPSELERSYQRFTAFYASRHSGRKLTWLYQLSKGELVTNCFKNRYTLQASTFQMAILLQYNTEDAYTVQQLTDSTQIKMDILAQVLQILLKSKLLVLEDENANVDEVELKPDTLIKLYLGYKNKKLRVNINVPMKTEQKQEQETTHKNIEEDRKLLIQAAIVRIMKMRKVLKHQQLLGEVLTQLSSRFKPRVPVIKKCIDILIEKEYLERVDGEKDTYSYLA
* = called active by the depositor. The list is partial; rates above refer to the full screens.

SMILES | RBX1-CUL1 inh
O=C(CN1C(=O)S/C(=C\c2cc3c(cc2Cl)OCO3)C1=O)N1CCOCC1 | 4.6
COc1ccccc1C1C(C(C)=O)=C(C)Nc2ncnn21 (configuration not stated) | 4.3
CCn1cc(/C=C/C(=O)Nc2ccn(Cc3c(F)c(F)cc(F)c3F)n2)cn1 | 3.4
Cc1nnc(N2C(=O)C(=O)C(C(=O)c3cc4ccccc4o3)C2c2cccc(Br)c2)s1 (configuration not stated) | 8.1
O=S1(=O)NC(Nc2nncs2)C2CCCCC21 (configuration not stated) | 2.2
CC(=O)c1ccc(OCc2cc(C(=O)NCC(F)(F)F)no2)cc1 | -12.3
COc1ccc(C(=O)Nc2ccc3oc(-c4cccnc4)nc3c2)cc1 | -3.7
CCCCOc1cccc(NC(=O)c2ccco2)c1 | -4.5
CC(C)NC(=O)CN(Cc1ccc(Cl)c(Cl)c1)S(=O)(=O)c1ccc(Cl)cc1 | -7.1
CSc1ccc(CCNC(=O)CN2C(=O)c3cccnc3Oc3ccc(C)cc32)cc1 | -2.3
CCn1c(=N)c(C(=O)NCc2ccccc2)cc2c(=O)n3cc(C)ccc3nc21 | -1.8
COc1ccc(CN2CCOc3ccc(C(C)(O)COc4ccccc4)cc3C2)c(Cl)c1OC (configuration not stated) | 0.3
COC(=O)c1ccc(C(=O)Nc2ccc(-c3nc4cc(NC(=O)c5ccc(C(=O)OC)cc5)ccc4o3)cc2)cc1 | 12.7
CCOc1cc(/C=C2\SC(=O)N(c3cccc(Cl)c3)C2=O)cc(Cl)c1O | 1.8
CCCCCc1c(C)nc(SCc2ccccc2)[nH]c1=O | -4.5
Cc1sc(N/N=C/c2ccc(OCc3ccc(Br)cc3)cc2)nc1-c1ccccc1 | -2.9
COc1ccc2c(c1)C(=O)c1cccc(OC)c1-2 | -4.1
CN=C1S/C(=C/c2cc(OC)c(O)c(Br)c2Br)C(=O)N1C | -1.1
COc1ccc(Cc2nnc(NC(=O)CCCOc3ccc(Cl)cc3Cl)s2)cc1OC | 17.7
O=C(Nc1cc(Cl)ccc1Cl)c1cccnc1Cl | 5.2
O=C(CCC(=O)Nc1ccccc1)NNC(=O)Nc1ccccc1 | 0.5
COC(=O)C1C(C)=NC(C)=C(C(=O)OCCNC(=O)c2ccc(O)cc2)C1c1cccc([N+](=O)[O-])c1 (configuration not stated) | -3.1
COc1ccc2c(c1OC)C(=O)c1ccccc1C2=O | -6.5
O=C(NC(=S)N1CCCC1)c1ccc(-c2ccccc2)cc1 | 4.4
COc1ccc(NC(=O)CSc2nnc3c(C)cc4ccccc4n23)cc1 | -7.5
O=C(c1cc2c([nH]c1=O)CCCC2)N1CCc2[nH]nc(-c3ccccc3)c2C1 | 0.9
C=C(C)CSc1nc2sc3c(c2c(=O)n1-c1ccccc1)CC(C(C)C)OC3 (configuration not stated) | 2.3
CCOC(=O)C1C(=N)N(c2ccc(Br)cc2)C2=C(C(=O)CCC2)C1c1cccs1 (configuration not stated) | 2.9
CC(C)OC(=O)c1cc(NC(=O)c2nn(C)cc2Br)cc(C(=O)OC(C)C)c1 | 13.8
Cc1ccc(S(=O)(=O)NCCOc2nc(N(C)C)nc(N(C)C)n2)cc1 | -7.8
CCCN1C(=O)C2(OCCCCO2)c2ccccc21 | 2.0
COC(=O)C1=CC=c2c(C)cc3c(C)ccc(n23)=C1C(=O)OC | 0.9
O=C(Cn1cnc2sc3c(c2c1=O)CCCC3)Nc1ccc(Br)cc1 | -6.9
Cc1cc(S(=O)(=O)N2CCCCCC2)c(C)cc1Br | 6.7
O=C(/C=C/c1ccc(F)cc1)N1CCc2ccccc21 | 0.3
COc1cc(OC)c(NC(=O)NCc2ccc3c(c2)CCN3C(=O)c2ccccc2)cc1Cl | 1.7
O=C(c1ccccc1)C1C(c2ccc(Cl)cc2)C1c1ccc(Cl)cc1 (configuration not stated) | -12.8
COc1ccccc1OCC(=O)NCC1CCCN(C2CCCCC2)C1 (configuration not stated) | 9.5
CC(NC(=O)CN1C(=O)COc2ccc(Cl)cc21)c1ccccc1 (configuration not stated) | 5.6
CCc1ccc(N2C(=O)CSC23C(=O)N(Cc2cccc(F)c2)c2ccccc23)cc1 (configuration not stated) | -7.6
NC(=O)CSc1nc(SCC(N)=O)c2cnn(-c3ccccc3)c2n1 | -2.0
CCCCCCCCN1C(=O)C(C=Nc2cc(Cl)ccc2O)C(=O)N(CCCC)C1=O (configuration not stated) | -8.0
COc1ccc(N2CC(NC(=O)/C=C\c3ccccc3)CC2=O)cc1 (configuration not stated) | -2.4
COC(=O)c1cnn(-c2ccccc2)c1NC(=O)c1ccccc1 | 4.4
O=C(N=C(Cc1cn(-c2ccccc2)nc1-c1ccc(F)cc1)C(=O)N1CCOCC1)c1ccc(Cl)cc1Cl | -6.4
C/C(=C/c1cccc([N+](=O)[O-])c1)C(=O)/C=C/c1cccc([N+](=O)[O-])c1 | -2.5
Cc1cccn2c(=O)c3cc(C(=O)NCc4cccnc4)c(=N)n(Cc4ccncc4)c3nc12 | 1.8
O=C(c1cn(CCN2CCCCC2)nn1)N1CCc2[nH]ncc2C1 | -7.3
CC(C)CC(=O)Nc1ccnn1C1CCN(Cc2cnn(C)c2)CC1 | 1.4
CCCOc1ccc(NC(=O)C(=O)NCCCN2CCOCC2)cc1 | 8.7
CSCCC(NS(=O)(=O)c1ccc2c(c1)oc(=O)n2C)C(=O)N1CCN(c2ccc(F)cc2)CC1 (configuration not stated) | 1.1
CCOC(=O)N1CCC(NC(=O)c2cnn(-c3ccccc3)c2C2CCN(C(=O)OC(C)(C)C)CC2)CC1 | 1.1
CCn1cc(C(=O)N(C)c2cc(C)ccc2C)c2cc(OC)c(OC)cc2c1=O | -18.0
Brc1ccc2ccc3sccc3c2c1 | 0.9
CCc1cccc(N2C(=O)CSC23C(=O)Nc2ccccc23)c1 (configuration not stated) | -5.5
Cc1ccccc1OCC(=O)Nc1ccc2c(c1)oc1ccccc12 | 2.1
CCN1CCN(C2(C(=O)N3CCCCO3)Cc3ccccc3C2)CC1 | 4.5
COc1ccccc1-c1nnc(-c2cccc(F)c2)o1 | -0.3
OC(COCCC12CC3CC(CC(C3)C1)C2)CN1CCN(c2ccc(F)cc2)CC1 (configuration not stated) | -4.3
CCCN(CCC)CCNC(=O)CS(=O)Cc1nc(-c2ccc(OC)c(OC)c2)oc1C (configuration not stated) | -0.6
(cont.)
SMILES | RBX1-CUL1 inh
COc1ccc(Br)cc1C1C(C(=O)Nc2ccc(C)cc2C)C(C)=Nc2ncnn21 (configuration not stated) | 0.2
COc1ccc2c(C)c(CC(=O)NCCc3ccc(Cl)cc3)c(=O)oc2c1C | 5.3
O=C(Nc1ccc2sc(-c3cccc(Br)c3)nc2c1)c1ccco1 | 4.6
CCSc1nc2ccccc2c(OCc2ccc(Cl)cc2)c1C(=O)OC | -6.8
O=C(Nc1ccccc1C(F)(F)F)c1ccc(C(=O)Nc2ccccc2C(F)(F)F)nc1 | 3.9
O=C(CN1CCCCC1)Nc1ccc(F)c(F)c1 | -1.0
CCc1ccccc1NC(=O)[C@@H](c1ccccc1)N1Cc2ccccc2C1=O | 1.9
COc1cccc(CNC(=O)CSc2nnc(C)c3c(C)n(-c4ccccc4)nc23)c1 | 1.3
O=C(c1ccc2nc[nH]c2c1)N1CCc2[nH]nc(-c3cccc(Cl)c3)c2C1 | -3.8
CCOc1ccc(-c2cc(C(=O)OCC(=O)C(C)(C)C)c3ccccc3n2)cc1 | -1.6
CC1=Nc2ccccc2C1=Cc1sc(=O)n(CC(=O)N2CCCC2)c1O | -1.3
Cn1c(=O)c2ccc(C(=O)O)cc2c(=O)n1C | -3.7

Some of the entries above, reformatted:
canonical_smiles	RBX1-CUL1 inh
COc1ccc(Br)cc1C1C(C(=O)Nc2ccc(C)cc2C)C(C)=Nc2ncnn21 (configuration not stated)	0.2
COc1ccc2c(C)c(CC(=O)NCCc3ccc(Cl)cc3)c(=O)oc2c1C	5.3
O=C(Nc1ccc2sc(-c3cccc(Br)c3)nc2c1)c1ccco1	4.6
CCSc1nc2ccccc2c(OCc2ccc(Cl)cc2)c1C(=O)OC	-6.8

7 records drawn at random from those above, as already listed:
SMILES | RBX1-CUL1 inh
O=C(CN1CCCCC1)Nc1ccc(F)c(F)c1 | -1.0
COc1cccc(CNC(=O)CSc2nnc(C)c3c(C)n(-c4ccccc4)nc23)c1 | 1.3
COc1ccc2c(C)c(CC(=O)NCCc3ccc(Cl)cc3)c(=O)oc2c1C | 5.3
CCc1ccccc1NC(=O)[C@@H](c1ccccc1)N1Cc2ccccc2C1=O | 1.9
COc1ccc(Br)cc1C1C(C(=O)Nc2ccc(C)cc2C)C(C)=Nc2ncnn21 (configuration not stated) | 0.2
CCOc1ccc(-c2cc(C(=O)OCC(=O)C(C)(C)C)c3ccccc3n2)cc1 | -1.6
O=C(c1ccc2nc[nH]c2c1)N1CCc2[nH]nc(-c3cccc(Cl)c3)c2C1 | -3.8

Next compounds.
SMILES | RBX1-CUL1 inh
CCc1ccc(S(=O)(=O)N2CCN(C(c3ccccc3)c3ccccc3)CC2)cc1 | -6.5
Cc1cccc(CSc2nc3cccnc3n2Cc2ccc(C(=O)NCc3ccco3)cc2)c1 | -8.2
CC(C)(C)OC(=O)CN1C(=O)C(Sc2nnc(-c3ccncc3)o2)CCc2ccccc21 (configuration not stated) | -7.3
CC1=NC(SCc2ccc(Cl)cc2)=C(C#N)C(c2ccco2)C1C(=O)Nc1ccccc1 (configuration not stated) | -10.1
O=C(NCc1cccs1)c1ccc(CSc2nc3ccncc3n2Cc2ccccc2F)cc1 | -2.6
CC(=O)Nc1ccccc1C(=O)OCc1ccc(Cl)cc1 | 1.9
CN(C)c1ccc(CNC(=O)C2CCN(C(=O)c3ccc(-n4ccc5ccccc54)s3)CC2)cc1 | 5.3
CN(Cc1ccc(-c2nc(-c3cccnc3)cc(=O)[nH]2)cc1)Cc1ccoc1 | 2.4
CCCN(CCC)c1ccc(/C=C2/N=C(c3ccccc3)OC2=O)cc1 | 41.9*
O=C(NC(=S)Nc1ccc(S(=O)(=O)NC2CCCCC2)cc1)c1ccccc1I | -8.3
CCCCCCn1c2c(c(=N)c3c1CCC3)CCC2 | -6.5
CCc1ccc(CNC(=O)C2CCN(C(=O)c3ccc(-n4ccc5ccccc54)s3)CC2)cc1 | 11.4
Cc1ccc(N=c2ssc3c2-c2cc(C)ccc2NC3(C)C)cc1 | 1.7
CC(O/N=C\c1ccccc1O)C(=O)Nc1ccccc1C(=O)N1CCOCC1 (configuration not stated) | -2.8
Cc1cccc(-c2nnc3sc(-c4cccnc4)nn23)c1 | -2.9
O=C(NNS(=O)(=O)c1ccc([N+](=O)[O-])cc1)c1ccccc1Cl | 5.2
N#Cc1cccc(Oc2ccc(Cl)cc2)c1C#N | 2.7
COc1cc(C(c2c(C)[nH][nH]c2=O)c2c(C)[nH][nH]c2=O)ccc1OC(=O)c1ccc(Cl)c(Cl)c1 | 3.4
COc1cc(OC)nc(N(C)C)n1 | 1.1
CC(=O)OCCn1c(C)c(COC(C)=O)c(=O)n(C)c1=O | 5.3
C/C=C(\C)C(=O)OC1Cc2cc3ccc(=O)oc3cc2OC1(C)C (configuration not stated) | -0.6
O=C(Nc1ccc2c(c1)CN(Cc1ccn[nH]1)CC2)C1(c2ccccc2)CC1 | 3.2
CC(C)c1nc2cc(C(=O)NCc3ccc4c(c3)n(C)c(=O)n4C)ccc2o1 | 4.6
CN1CCN([C@@H]2CCN(Cc3cccc4c3oc3ccccc34)C[C@H]2O)CC1 | 10.1
CCn1c(C)c(C)c2cc(C(=O)NCCc3cc(OC)c(OC)c(OC)c3)ccc21 | 3.7
CCN1c2ccccc2N(C)C1(C)c1ccccc1 (configuration not stated) | -0.2
O=C(NCC1CCCO1)c1cc(Br)cs1 (configuration not stated) | -10.1
CCOc1ccc(Cn2c(SCC(=O)Nc3ccc(OC(F)(F)F)cc3)nc3c2c(=O)n(C)c(=O)n3C)cc1OCC | -1.8
CCC(C)CC(=O)N1CCC(C2(c3cccnc3)NC(=O)N(CCc3cccs3)C2=O)CC1 (configuration not stated) | 7.1
N#CC(C(=O)CCC(=O)O)c1nc2ccccc2[nH]1 (configuration not stated) | 13.7
COc1ccccc1-c1nnc(C2CCN(C(=O)c3ccc(Cl)cc3)CC2)o1 | -9.0
CC(Sc1ccc(Cl)cc1)C(=O)N1CCN(c2ccccn2)CC1 (configuration not stated) | -7.8
CCCCNC(=O)c1ccc(NS(C)(=O)=O)c(C)c1 | 2.9
COC(=O)c1cc2sccc2n1CC(=O)Nc1ccc(C)cc1C | -5.4
COc1ccc2c(C)c(CC(C)O)c(=O)oc2c1 (configuration not stated) | -2.6
Cc1ccc2nc(NCc3ccccc3)c3nnnn3c2c1 | -8.0
FC(F)(F)Oc1ccc(Nc2nc(NCc3ccccc3)nc(N3CCCCC3)n2)cc1 | -11.2
COc1cc(OC)c(NC(=O)c2c(C)oc3ncn(C)c(=O)c23)cc1Cl | -1.5
O=C(Cn1ncc2c3ccccc3n(Cc3cccc(Cl)c3)c2c1=O)N1CCCCCC1 | -2.6
Cc1nc2n(c(=Nc3ccccc3)[n-][n+]2C)c2ccccc12 | 4.8
O=C(O)CCC(=O)N1N=C(c2ccco2)CC1c1ccco1 (configuration not stated) | -7.8
NS(=O)(=O)c1ccc(NC(=O)CSCCOC(=O)/C=C/c2ccco2)cc1 | 18.7
COc1ccccc1N1C(=O)C2N=NN(CC(=O)N3N=C4/C(=C/c5ccccc5)CCCC4C3c3ccccc3)C2C1=O (configuration not stated) | -5.1
COc1cc(-c2cc(OC)c3c(C)oc(C)c3c(=O)c2)ccc1OC(=O)c1ccccc1C | -1.6
CCc1cccc2c(/C=C3\C(=O)NC(=S)N(c4ccc(F)cc4)C3=O)cn(CC(N)=O)c12 | 7.0
CCN(CC1CCCN(CCc2cccc(F)c2)C1)C(=O)Cn1ccnc1 (configuration not stated) | 6.4
COc1ccc(C(N)=O)c(NC(C)=O)c1 | 1.0
CCc1cccc(NC(=O)c2ccc(Cl)c([N+](=O)[O-])c2)c1 | -9.9
CC(CNC(=O)CCCn1c(=O)c2cccn2c2ccc(F)cc21)c1ccccc1 (configuration not stated) | 1.9
Cc1ccc(-n2nnc(C(=O)Nc3ccc(N4CCN(C)CC4)cc3)c2C)cc1 | 1.0
O=C(CCCc1ccccc1)Nc1nccs1 | -9.5
O=C(O)CCNS(=O)(=O)c1ccc(Oc2ccccc2)cc1 | -11.8
O=C(Cn1cc(S(=O)(=O)N2CCCC2)c(S(=O)(=O)N2CCCC2)c1)Nc1cccc(F)c1 | 4.9
